CRFBP-R2 block: blocks CRF-induced signaling of the CRF-BP/CRF-R2 complex. HEK293 CRF-R2/CRF-BP, CRF-induced calcium fluorescence. hit rate 0.59% among 350,000. inhibition, % at 11.8 µM;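 active = inhibition of the ligand-induced calcium signal above about 50% at the single tested concentration, limit read from the data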
CRFR2-BP ag: agonists of human CRF-binding protein/CRF-R2 receptor complex; hit rate 0.46% among 350,000; AID 588473; HEK293 CRF-R2/CRF-BP, calcium dye fluorescence (FLIPR); percent of saturating CRF peptide response; activation, % at 13.2 µM;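 active = activation of at least 50%, plus an integration ratio under a set limit after plate pattern correction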;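 note: plate controls were neutral control wells without compound for no effect and CRF at EC100 for full effect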
FID counter: displaces DNA intercalator in HCV helicase counter-screen; DNA fluorescent intercalator displacement, fluorescence; inhibition, % at 7.9 µM; hit rate 0.17% among 290,000; in the data active = inhibition above about 37%;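 note: 0% = vehicle and 100% = reference compound; higher means more ethidium bromide displaced from hairpin DNA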
NS3 helicase inh: inhibitors of Hepatitis C virus NS3 helicase. hit rate 0.56% among 290,000. NS3 helicase DNA unwinding, Cy5 molecular beacon fluorescence. inhibition, % at 10.9 µM;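 active = inhibition above the mean of all tested compounds plus 3 SD, set per campaign, cut at about 35% in these data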;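 note: 0% = DMSO wells and 100% = thioflavine S control wells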
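Test system: hepatitis C virus NS3 helicase domain fragment enzyme. Also added: annealed dual-labelled DNA beacon duplex, ATP-started. Timing: 60 min unwinding reaction at 25 °C after ATP addition. Technique: Cy5 fluorescence. Measure: % inhibition of unwinding.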
GalR3 antag: blocks the human galanin receptor 3; O60755; HEK293 GalR3-CNG cAMP membrane potential fluorescence; galR3 body fused to GalR1 C-terminus; inhibition, % at 3 µM; hit rate 0.44% among 360,000; AID 651719;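 active = inhibition above the screen-wide average plus 3 SD, cut at about 13% in these data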;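 note: forskolin and galanin both at EC90 stimulate the cells; cAMP rise reported by CNG channel membrane potential dye signal; 0% = forskolin plus galanin with DMSO and 100% = forskolin alone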
Target sequence (O60755 1-299 limits assumed): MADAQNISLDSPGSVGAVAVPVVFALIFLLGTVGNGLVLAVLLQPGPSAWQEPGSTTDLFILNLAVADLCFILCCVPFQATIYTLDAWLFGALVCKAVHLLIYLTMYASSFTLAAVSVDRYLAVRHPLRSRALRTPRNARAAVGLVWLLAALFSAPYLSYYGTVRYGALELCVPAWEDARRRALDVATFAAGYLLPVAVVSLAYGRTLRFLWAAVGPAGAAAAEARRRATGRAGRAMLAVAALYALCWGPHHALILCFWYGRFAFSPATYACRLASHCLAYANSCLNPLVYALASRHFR
MEKK2 WT-MEK5: raises or lowers MEK5 binding to wildtype human MEKK2 PB1 domain; AID 1531; Q9Y2U5; binding response (% of control), % at 10 µM; bead flow cytometry, Alexa488-MEK5 binding to MEKK2 WT; actives lie on both sides; hit rate 1.1% among 290,000; in the data active = binding response below about 67% or above about 130%
MEKK2mut PB1 HTS: signal of MEK5 binding to mutant human MEKK2 PB1 domain; bead flow cytometry, Alexa488-MEK5 binding to MEKK2 mutant; percent response, % at 10 µM; hit rate 0.35% among 290,000; AID 1530; in the data active = percent response above about 24%, passing the limit was not always enough; note: inactives centre near 1; some results filed as inactive read as strong as hits; reference of the scale not given here
MEKK3 PB1 HTS: MEKK3-MEK5 PB1 interaction, increase or decrease | Q99759 | bead-based flow cytometry, Alexa488-MEK5 binding to MEKK3; actives lie on both sides; 0 = blocked by unlabeled MEK5, 100 = vehicle | binding response (% of control), % at 10 µM | hit rate 1.4% among 290,000 | AID 1529;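 active = binding response more than 3 SD above or below the average of its plate-row segment, actives on both sides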;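 note: Alexa488 bead fluorescence after subtracting the streptavidin-only scavenger bead signal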
UBC9 SUMO inh: inhibitors of human SUMOylation (UBC9); HTRF SUMOylation assay, SAE1/SAE2 + UBC9, in vitro; inhibition, % at 35 µM; hit rate 0.36% among 290,000; AID 2006; in the data active = inhibition above about 50%, passing the limit was not always enough; note: strong numbers were not always called active
Target sequence (P63279 whole entry, looked up): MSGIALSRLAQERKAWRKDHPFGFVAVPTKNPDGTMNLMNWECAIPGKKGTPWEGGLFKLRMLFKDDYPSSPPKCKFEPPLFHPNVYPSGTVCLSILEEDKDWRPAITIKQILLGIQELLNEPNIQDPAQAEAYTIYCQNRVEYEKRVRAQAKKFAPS
Numbers without * were called inactive; . = not tested or not shown. Not all compounds are listed. The share of hits here may be higher or lower than overall.

cpd	SMILES	CRFBP-R2 block	CRFR2-BP ag	FID counter	NS3 helicase inh	GalR3 antag	MEKK2 WT-MEK5	MEKK2mut PB1 HTS	MEKK3 PB1 HTS	UBC9 SUMO inh
1	N#C/C(=C\c1ccccc1)C(=O)Nc1cccnc1	-1.2	2.8	-2.0	11.8	-6.8	99.0	-3.0	103.0	-7.5
2	CC(C)OC(=O)NC(C)(C)COC(=O)Nc1cccc(Cl)c1	-22.7	-0.1	-14.0	-2.7	-6.4	103.0	2.0	98.0	-43.0
3	COc1ccc(OC)c(NC(=O)Cn2c(C)nc3ccccc3c2=O)c1	0.7	0.3	-4.0	20.8	-3.0	89.0	-12.0	102.0	19.4
4	O=C(COc1cc(Cl)c(Cl)cc1Cl)N1CCN(c2ccccn2)CC1	-158.8	1.1	-3.6	-2.5	-2.6	104.0	5.0	100.0	7.9
5	COc1cccc(COc2ccc3c(C)c(Cc4ccccc4)c(=O)oc3c2)c1	7.5	0.6	-1.1	0.6	-3.1	108.0	3.0	106.0	.
6	Cn1c2c(c(=O)n(C)c1=O)[C@@H]1c3c(ccc4ccccc34)OC[C@@H]1CO2	-2.4	1.1	-10.8	1.9	4.8	85.0	-15.0	75.0	7.3
7	CCOc1ccccc1NC(=O)CN1C(=O)COc2ccc(C)cc21	-16.3	0.2	-21.9	11.9	-5.5	102.0	4.0	100.0	3.7
8	Cn1c(=O)oc2cc(S(=O)(=O)N3CCCC(C(=O)NCc4cccs4)C3)ccc21 (centres undefined)	6.2	0.7	-16.3	20.4	3.6	103.0	-2.0	96.0	-3.6
9	O=C(CCN1C(=O)c2ccncc2C1=O)Nc1ccc(F)cc1	13.5	-0.9	-2.8	5.2	-6.1	110.0	4.0	108.0	17.2
10	O=C(Nc1cccnc1)OCc1ccccc1	-6.4	2.5	-4.4	-4.4	-12.3	105.0	7.0	104.0	-8.2
11	CSCCC(NC(=O)c1cccc(C)c1)C(=O)O (centres undefined)	5.1	-0.3	-1.5	-17.2	-5.7	94.0	-1.0	97.0	-2.6
12	Cc1cc(C(C)(C)C)ccc1NC(=O)CC(C)(C)CC(=O)O	3.2	0.6	-9.2	-9.8	-7.5	95.0	8.0	93.0	6.1
13	CCC(c1nnnn1Cc1ccc(F)cc1)N1CCN(C)CC1 (centres undefined)	4.0	1.5	0.0	-1.0	-3.4	101.0	-3.0	100.0	6.1
14	O=S(=O)(c1ccc(OCC(O)CN2CCc3ccccc3C2)cc1)N1CCOCC1 (centres undefined)	-31.8	3.5	6.6	-2.3	-8.1	.	.	.	-1.2
15	Cc1ccccc1C(=O)NNC(=O)CCc1ccccc1	-4.1	0.2	-5.2	-4.0	-2.6	96.0	-6.0	104.0	-3.7
16	COc1ccc(NC(=O)CCn2c(=O)c3cccn3c3ccccc32)c(OC)c1	-5.9	0.8	-39.1	-2.3	-5.1	105.0	1.0	100.0	11.1
17	CCOC(=O)CSc1nc2ccccc2c(=O)n1CC1CCCC1	-19.9	0.7	-24.5	3.6	0.8	87.0	-4.0	81.0	0.9
18	CCOC(=O)c1c(C)c(C(=O)Nc2ccccc2)c(C)n1CC	2.9	-1.7	-17.3	-5.2	-3.8	.	.	.	-6.0
19	OCc1ncccc1O	18.4	-1.1	1.4	3.7	-3.3	87.0	-9.0	85.0	17.8
20	CC(C)(C)NC(=O)Cn1ccc(=N)c2ccccc21	32.5	5.9	0.7	0.9	-1.8	106.0	5.0	108.0	2.6
21	CCCc1cc(=O)oc2cc(OCc3cc(OC)c(OC)c(OC)c3)c(Cl)cc12	9.9	0.0	0.1	-2.8	-3.4	110.0	2.0	104.0	2.7
22	O=C(CSc1ccccn1)Nc1ccc(Cl)c([N+](=O)[O-])c1	11.2	-0.9	10.2	-17.5	-7.0	101.0	-1.0	100.0	10.8
23	CCOCCCNC(=O)C1CCN(C(=O)Nc2ccc(C)cc2)CC1	-0.5	0.4	-4.7	5.3	-3.3	94.0	2.0	101.0	-17.5
24	Oc1cc(Br)ccc1C=Nc1ccc(N2CCCCC2)cc1	-0.2	1.3	-3.7	8.8	0.9	96.0	-3.0	96.0	20.3

Part of the list above in a different format:
10	O=C(Nc1cccnc1)OCc1ccccc1
11	CSCCC(NC(=O)c1cccc(C)c1)C(=O)O (centres undefined)
12	Cc1cc(C(C)(C)C)ccc1NC(=O)CC(C)(C)CC(=O)O
13	CCC(c1nnnn1Cc1ccc(F)cc1)N1CCN(C)CC1 (centres undefined)
14	O=S(=O)(c1ccc(OCC(O)CN2CCc3ccccc3C2)cc1)N1CCOCC1 (centres undefined)
15	Cc1ccccc1C(=O)NNC(=O)CCc1ccccc1
16	COc1ccc(NC(=O)CCn2c(=O)c3cccn3c3ccccc32)c(OC)c1

| assay / entry | 10 | 11 | 12 | 13 | 14 | 15 | 16 |
| --- | --- | --- | --- | --- | --- | --- | --- |
| CRFBP-R2 block | -6.4 | 5.1 | 3.2 | 4.0 | -31.8 | -4.1 | -5.9 |
| CRFR2-BP ag | 2.5 | -0.3 | 0.6 | 1.5 | 3.5 | 0.2 | 0.8 |
| FID counter | -4.4 | -1.5 | -9.2 | 0.0 | 6.6 | -5.2 | -39.1 |
| NS3 helicase inh | -4.4 | -17.2 | -9.8 | -1.0 | -2.3 | -4.0 | -2.3 |
| GalR3 antag | -12.3 | -5.7 | -7.5 | -3.4 | -8.1 | -2.6 | -5.1 |
| MEKK2 WT-MEK5 | 105.0 | 94.0 | 95.0 | 101.0 | . | 96.0 | 105.0 |
| MEKK2mut PB1 HTS | 7.0 | -1.0 | 8.0 | -3.0 | . | -6.0 | 1.0 |
| MEKK3 PB1 HTS | 104.0 | 97.0 | 93.0 | 100.0 | . | 104.0 | 100.0 |
| UBC9 SUMO inh | -8.2 | -2.6 | 6.1 | 6.1 | -1.2 | -3.7 | 11.1 |

17	CCOC(=O)CSc1nc2ccccc2c(=O)n1CC1CCCC1
18	CCOC(=O)c1c(C)c(C(=O)Nc2ccccc2)c(C)n1CC
19	OCc1ncccc1O
20	CC(C)(C)NC(=O)Cn1ccc(=N)c2ccccc21
21	CCCc1cc(=O)oc2cc(OCc3cc(OC)c(OC)c(OC)c3)c(Cl)cc12

| assay / entry | 17 | 18 | 19 | 20 | 21 |
| --- | --- | --- | --- | --- | --- |
| CRFBP-R2 block | -19.9 | 2.9 | 18.4 | 32.5 | 9.9 |
| CRFR2-BP ag | 0.7 | -1.7 | -1.1 | 5.9 | 0.0 |
| FID counter | -24.5 | -17.3 | 1.4 | 0.7 | 0.1 |
| NS3 helicase inh | 3.6 | -5.2 | 3.7 | 0.9 | -2.8 |
| GalR3 antag | 0.8 | -3.8 | -3.3 | -1.8 | -3.4 |
| MEKK2 WT-MEK5 | 87.0 | . | 87.0 | 106.0 | 110.0 |
| MEKK2mut PB1 HTS | -4.0 | . | -9.0 | 5.0 | 2.0 |
| MEKK3 PB1 HTS | 81.0 | . | 85.0 | 108.0 | 104.0 |
| UBC9 SUMO inh | 0.9 | -6.0 | 17.8 | 2.6 | 2.7 |
